# Nrf2 block – Nrf2 qHTS screen for inhibitors | A549 ARE-Fluc reporter, luciferase luminescence, 18-24 h | Potency, µM (highest dose often 46 µM), inactives show at the highest dose activity change, negative = inhibition, most hits filed as inhibitors | hit rate 2.1% among 360,000 | AID 504444, 2011; note: % is set by controls: 0 for no effect and ±100 for the full control effect; nearly all actives have a fitted effect of over 60% in size
#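 A549 ARE_Fluc cells, 5000/well, 5% FBS OPTI-MEM; compounds in dose-response, 18-24 h at 37 °C/5% CO2; CellTiter-Fluor viability read (Ex 405/Em 525), then BugLite luciferase luminescence = Nrf2 activity.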
# MCF10A rereplic – A quantitative high throughput screen for small molecules that induce DNA re-replication in MCF 10a normal breast cells; hit rate 2.9% among 350,000; MCF 10A DNA re-replication, Hoechst nuclear intensity, 48 h; Potency, µM (series often up to 46.1 µM), for inactives: top-dose activity, positive = re-replication, actives largely listed as activators; note: % of control where 0% means no effect; nearly all actives have a fitted effect of over 50% in size
# TGFb inhibitor – qHTS for Inhibitors of TGF-b; HepG2 CAGA-GFP TGF-b/SMAD3 reporter, GFP fluorescence, 18 h; TGF-beta stimulated, 500 pg/mL final; Potency, µM (highest dose often 46.1 µM), for the others: top-dose activity, negative = inhibition, hits mostly inhibitors; hit rate 1.2% among 410,000; note: % is set by controls: 0 for no effect and ±100 for the full control effect; nearly all actives have a fitted effect of over 65% in size
#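 HEPG2 CAGA-GFP, 1000 cells/well; 2 h settle, 37 C; cpd via pin tool; TGF-b 500 pg/mL final; 18 h, 37 C; GFP imaging ex488/em500-530; %Activity normalised to -TGF-b and +DMSO controls; CRC fit, curve class.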
# HepG2 tox – qHTS for Inhibitors of TGF-b: Cytotox Counterscreen; HepG2 CAGA-GFP viability, ATP luminescence, 18 h; Potency, µM (titrated, usually from 46.1 µM), for inactives: at the highest dose activity change, negative = cytotoxicity, hits mostly cytotoxic; hit rate 0.76% among 410,000; note: some results filed as inactive show a strong effect at the top dose
#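 CellTiter-Glo luminescence gave cytotoxicity after 18 hours at 37 degrees C. The cells were HepG2 CAGA-GFP in 1% FBS DMEM, stimulated with 500 pg/mL TGF-beta after compound addition. %Activity was normalised to no-cell wells (complete cell-killing) and DMSO (no toxicity), and curves were fitted and classified.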
# ATXN viability – Viability Counterscreen for Primary qHTS for Inhibitors of ATXN expression; S2 cells (HEK-293 line with an ATXN2-luciferase reporter) viability, CellTiter-Fluor protease fluorescence, 24 h; Potency, µM (titrated, usually from 56.7 µM), most hits filed as cytotoxic; hit rate 0.49% among 400,000; AID 651635, 2014; note: nearly all actives have a fitted effect of over 40% in size
# A549 viability – Nrf2 qHTS screen for inhibitors: counterscreen for cytotoxicity; hit rate 0.16% among 390,000; A549 ARE-Fluc cells, CellTiter-Fluor viability, 18-24 h; AID 504648, 2011; Potency, µM (doses to about 46 µM), for the others: top-dose activity change, negative = cytotoxicity, usual class: inhibitors; note: % is set by controls: 0 for no effect and ±100 for the full control effect
#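 A549 ARE-Fluc cells in 5% FBS OPTI-MEM, 5000 cells/well, rested 2 h then exposed to compounds in concentration-response for 18-24 h at 37 °C. Viability by CellTiter-Fluor fluorescence (Ex 405/Em 525) after 30 min; luciferase luminescence (BugLite, 15 min, RT) read afterwards.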
# Nrf2 ARE act – qHTS of Nrf2 Activators. AREc32 ARE-luciferase reporter (MCF7-derived line), luminescence, 24 h. Potency, µM (titrated, usually from 46.1 µM), for the others: at the highest dose activation, most hits filed as activators. hit rate 0.31% among 410,000. AID 624171, 2012; note: % of control where 0% means no effect; nearly all actives have a fitted effect of over 65% in size
#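 AREc32 cells carrying an ARE-driven firefly luciferase, 1000 cells/well in OPTI-MEM with 5% FBS, dosed after overnight attachment and incubated 24 hr at 37 deg C. Steady-Glo luminescence read after 30 min at RT.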
# ATXN2 expr inh – Primary qHTS for Inhibitors of ATXN expression. HEK-293 ATXN2-luciferase reporter, luminescence, 24 h. Potency, µM (titrated, usually from 57 µM), without a hit: at the highest dose activity change, negative = inhibition, usual class: inhibitors. hit rate 0.72% among 360,000; note: % is set by controls: 0 for no effect and ±100 for the full control effect; nearly all actives have a fitted effect of over 55% in size
#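 ATXN2-luciferase reporter cells (luciferase flanked by upstream and downstream ATXN2 gene portions) were treated 24 h at 37 °C with compounds at up to 57 uM. SteadyGlo luminescence gave expression; GF-AFC fluorescence gave viability.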
# EPAC2 antagonist – qHTS for Antagonist of cAMP-regulated guanine nucleotide exchange factor 2 (EPAC2): primary screen; Rap guanine nucleotide exchange factor 4 (Homo sapiens), Q8WZA2; EPAC2 GEF exchange of Rap1B-BODIPY-GDP, fluorescence; hit rate 0.18% among 360,000; AID 720708, 2013; Potency, µM (highest dose often 114 µM), without a hit: top-dose activity, negative = inhibition, usual class: inhibitors; note: % is set by controls: 0 for no effect and ±100 for the full control effect; nearly all actives have a fitted effect of over 45% in size; many of its hits are not listed in these tables
# Target sequence (Q8WZA2 whole entry, looked up): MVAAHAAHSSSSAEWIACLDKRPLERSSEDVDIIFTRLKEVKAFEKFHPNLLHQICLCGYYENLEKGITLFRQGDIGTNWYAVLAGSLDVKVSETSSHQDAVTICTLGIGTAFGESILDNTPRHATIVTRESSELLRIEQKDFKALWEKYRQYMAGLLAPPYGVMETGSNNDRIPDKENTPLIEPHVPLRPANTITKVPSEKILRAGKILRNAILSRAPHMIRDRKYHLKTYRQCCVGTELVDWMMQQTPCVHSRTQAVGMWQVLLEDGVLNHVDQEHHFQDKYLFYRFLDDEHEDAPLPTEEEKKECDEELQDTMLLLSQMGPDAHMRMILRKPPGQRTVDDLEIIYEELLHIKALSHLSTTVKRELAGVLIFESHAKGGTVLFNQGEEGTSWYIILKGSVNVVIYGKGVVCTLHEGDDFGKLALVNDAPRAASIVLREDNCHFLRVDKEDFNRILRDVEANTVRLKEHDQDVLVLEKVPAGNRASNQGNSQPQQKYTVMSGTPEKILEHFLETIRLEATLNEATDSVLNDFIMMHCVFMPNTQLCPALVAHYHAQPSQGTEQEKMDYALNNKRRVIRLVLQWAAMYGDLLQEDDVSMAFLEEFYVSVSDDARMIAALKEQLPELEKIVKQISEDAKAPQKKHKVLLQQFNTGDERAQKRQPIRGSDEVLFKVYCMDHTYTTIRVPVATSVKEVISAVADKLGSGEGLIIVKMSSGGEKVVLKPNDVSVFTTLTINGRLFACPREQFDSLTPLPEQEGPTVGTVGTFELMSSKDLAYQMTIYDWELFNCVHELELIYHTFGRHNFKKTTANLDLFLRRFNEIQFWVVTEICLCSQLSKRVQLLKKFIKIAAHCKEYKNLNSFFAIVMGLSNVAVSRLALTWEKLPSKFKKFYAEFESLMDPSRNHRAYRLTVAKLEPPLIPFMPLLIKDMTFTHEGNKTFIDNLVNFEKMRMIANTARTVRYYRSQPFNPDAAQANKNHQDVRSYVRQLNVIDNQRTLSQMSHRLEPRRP
# Numbers without * were called inactive; i = inactive; ? = inconclusive; / = not tested or not shown; [ ] = dose if it differs, or a comment. Calls come from the whole dose curve; as a rule, active = well fitted curve in the direction sought with a large enough effect; inconclusive = small, poorly fitted or top-dose-only effect, or another doubt; inactive = no such curve, though single readings can be large; an effect the other way counts as inactive or inconclusive. Potency is the fitted concentration of half-maximal effect.
[1] CCCCNC(=O)c1cc(-c2ccc(OC)cc2)nc2n[nH]c(-c3cccc([N+](=O)[O-])c3)c12
[2] CC(C)C[C@@H](CN)NC(=O)c1nc[nH]c1C(=O)N[C@@H](Cc1ccccc1)C(=O)CNC[C@H](C)NC(=O)c1nc[nH]c1C(=O)N[C@@H](C)C(=O)O
[3] CN1Cc2sc(NC(=S)NC(=O)c3ccccc3)c(C#N)c2CC1(C)C
[4] COCc1cc(C)nc2c1C(=O)NC(c1ccc(Br)cc1)N2Cc1ccccc1 (configuration not stated)
[5] O=C(O)c1ccc(OS(=O)(=O)c2ccc(Cl)s2)cc1
[6] Cn1c(CCNC(=O)c2cccs2)nnc1SCC(=O)Nc1nc(-c2ccccc2)cs1
[7] COc1oc(C(=O)NC2CCCCC2)c(-c2ccc(Cl)cc2)c1S(=O)(=O)c1ccccc1
[8] Cc1noc(C)c1COC(=O)c1ccc(S(=O)(=O)N2CCCCC2)cc1
screen / no.,1,2,3,4,5,6,7,8
Nrf2 block,/,10.9%,-0.8%,-2.4%,-4.7%,7.8%,-4.8%,?
MCF10A rereplic,/,-16.6%,?,/,-2.0%,18.1%,26.8%,5.0%
TGFb inhibitor,-2.0%,2.9%,32.5%[activator],1.6%,-0.9%,4.0%,0.0%,18.9%
HepG2 tox,-7.5%,6.2%,-5.5%,-1.7%,-20.4%,-15.3%,-1.6%,7.9%
ATXN viability,i,i,i,i,?,i,?,?
A549 viability,-1.9%,-1.3%,?,-8.0%,-1.6%,-3.6%,-5.5%,1.9%
Nrf2 ARE act,-0.8%,-0.5%,1.8%,-0.3%,0.0%,2.9%,11.8%,-0.4%
ATXN2 expr inh,-6.0%,-2.7%,?,12.8%,-0.5%,19.2%,?,8.5%
EPAC2 antagonist,/,35.6%[activator],-7.2%,/,2.4%,5.4%,-0.8%,0.8%

[9] C[C@@]12CCC[C@@](C)(C(=O)O)C1CC[C@@]13C[C@@H](NCc4ccccc4)[C@@](C)(CCC12)C3 (some centres not stated)
[10] Cc1ccc(CNC(=O)Cn2cnc3cc([N+](=O)[O-])ccc3c2=O)cc1
[11] CCn1nnnc1SCC(=O)Nc1nnc(C(C)C)s1
[12] COc1ccccc1NC(=O)Cn1c(=O)oc2cc(S(=O)(=O)NCc3ccccc3)ccc21
[13] CCN(CC(=O)Nc1ccc(NC(C)=O)cc1)C(=O)/C=C/c1cn(-c2ccccc2)nc1-c1cccs1
[14] Cc1ccc(-c2csc(NC(=O)C3=NN(C4CCS(=O)(=O)C4)C(=O)CC3)n2)cc1 (configuration not stated)
[15] Cc1ccccc1NC(=S)N(Cc1ccccc1)Cc1cccs1
[16] O=C(CCCn1c(SCc2cccc(F)c2)nc2ccccc2c1=O)NCC1CCCO1 (configuration not stated)
screen / no.,9,10,11,12,13,14,15,16
Nrf2 block,10.0%,2.7%,?,2.9%,?,1.4%,-4.0%,?
MCF10A rereplic,8.2%,?,?,/,?,-1.7%,3.2%,-3.0%
TGFb inhibitor,4.5%,-0.4%,-20.6%,9.2%,0.0%,9.8%,1.9%,-0.6%
HepG2 tox,-1.3%,-22.6%,-2.8%,3.2%,-1.2%,-10.2%,-0.5%,1.3%
ATXN viability,i,i,i,i,i,i,i,?
A549 viability,-1.9%,7.7%,6.2%,0.5%,?,5.3%,1.4%,-7.4%
Nrf2 ARE act,0.1%,0.6%,0.6%,2.9%,2.2%,-0.5%,0.1%,-0.1%
ATXN2 expr inh,0.9%,-6.5%,17.7%,1.7%,23.1%,-5.3%,-8.0%,-33.7%
EPAC2 antagonist,5.9%,-3.0%,18.8%,/,4.5%,10.2%,-3.7%,7.4%

[17] NC(=O)c1ccc(N2CCNC(=O)C2)c([N+](=O)[O-])c1
[18] CC(c1ccccc1)N1C(=O)NC(NC(=O)c2cccnc2)(C(F)(F)F)C1=O (configuration not stated)
[19] Cc1c(C(=O)N(C)C)sc2c1c(=O)n(-c1ccc(Cl)cc1)c(=O)n2Cc1ccccc1F
[20] O=C1OCc2ccc(NC(=O)c3ccccc3C(=O)O)cc21
[21] CCOC(=O)c1ccc(-c2c(-c3ccccc3OC)sc3cc4c(cc23)OCO4)cc1F
[22] O=C(c1ccc([N+](=O)[O-])cc1)N1CCc2ccccc2C1
[23] O=Cc1cn(CC(=O)Nc2ccc3c(c2)OCO3)c2ccccc12
[24] COC(=O)c1ccc2c(=O)n(CCCCCC(=O)NCCNC(C)=O)c(=O)[nH]c2c1
screen / no.,17,18,19,20,21,22,23,24
Nrf2 block,-11.5%,-2.7%,/,2.6%,0.0%,15.6%,2.4%,-0.3%
MCF10A rereplic,-4.1%,0.0%,/,-1.1%,?,-3.1%,5.0%,-3.3%
TGFb inhibitor,9.2%,-4.8%,-4.6%,-16.9%,0.2%,6.2%,7.08µM*,-4.8%
HepG2 tox,22.7%,3.8%,6.5%,-7.5%,-17.0%,-9.4%,-25.0%,-0.7%
ATXN viability,i,?,/,i,i,i,?,i
A549 viability,-5.6%,0.8%,-5.5%,4.6%,0.0%,1.6%,-5.0%,-1.0%
Nrf2 ARE act,-0.3%,-0.2%,-0.1%,-0.2%,5.2%,-0.3%,0.4%,-0.5%
ATXN2 expr inh,-18.5%,-1.8%,/,-8.0%,18.6%,14.1%,-37.2%,-11.2%
EPAC2 antagonist,1.3%,-2.7%,/,25.2%,-13.4%,9.1%,5.5%,-8.8%

[25] COc1ccc(OCC(=O)Nc2c3c(nn2-c2ccccc2)CS(=O)(=O)C3)cc1
[26] O=C(Cc1ccc([N+](=O)[O-])cc1)N1CCN=C1SCc1ccccc1
[27] C=CCC1(C#N)C(=S)NC(C)=C(C(=O)OCC)C1c1ccccc1 (configuration not stated)
[28] COc1ccccc1CNC(=O)CN1C(=O)c2ccccc2S1(=O)=O
[29] COCCNC(=O)c1cc(-c2ccccc2C)nn1CC1CC(c2cccnc2)=NO1 (configuration not stated)
[30] CCOC(=O)N1CCN(C(=O)CNC2CCCCCCC2)CC1
[31] CCOC(=O)c1cc(-c2cccc([N+](=O)[O-])c2)nc2[nH]c(=O)[nH]c(=O)c12
[32] O=C(Nc1cccc(-c2nc3cc(Cl)ccc3o2)c1)c1ccc(F)cc1
screen / no.,25,26,27,28,29,30,31,32
Nrf2 block,-2.2%,0.9%,-7.0%,-13.4%,-7.3%,21.5%,-13.8%,/
MCF10A rereplic,1.8%,4.7%,0.9%,-6.1%,17.6%,0.2%,0.3%,/
TGFb inhibitor,19.4%,0.0%,-30.2%,12.6%,2.3%,-8.4%,-16.5%,6.3%
HepG2 tox,-36.3%,-4.8%,-18.2%,6.2%,-7.3%,4.2%,-46.2%,2.2%
ATXN viability,i,i,i,i,i,?,i,i
A549 viability,0.4%,-1.4%,0.7%,6.0%,7.2%,18.2%,8.5%,-0.2%
Nrf2 ARE act,-0.2%,2.6%,8.5%,0.1%,-0.8%,-0.3%,?,12.1%
ATXN2 expr inh,-2.0%,4.1%,/,4.1%,7.1%,/,/,-2.9%
EPAC2 antagonist,9.5%,1.7%,-19.3%,-11.2%,10.7%,-6.4%,-4.8%,/

# In the list so far, 2 contain a cyano group.
[3] CN1Cc2sc(NC(=S)NC(=O)c3ccccc3)c(C#N)c2CC1(C)C
[27] C=CCC1(C#N)C(=S)NC(C)=C(C(=O)OCC)C1c1ccccc1 (configuration not stated)
screen / no.,3,27
Nrf2 block,-0.8%,-7.0%
MCF10A rereplic,?,0.9%
TGFb inhibitor,32.5%[activator],-30.2%
HepG2 tox,-5.5%,-18.2%
ATXN viability,i,i
A549 viability,?,0.7%
Nrf2 ARE act,1.8%,8.5%
ATXN2 expr inh,?,/
EPAC2 antagonist,-7.2%,-19.3%

# More structures follow.
[33] Cc1ccc(N2C(=O)C(Cl)=C(N3CCOCC3)C2=O)c(C)c1
[34] COc1cccc(C2CC(=O)Nc3c2c(=O)n(C)c(=O)n3C)c1OC (configuration not stated)
[35] O=C(O)c1ccc(CSc2nnc(-c3ccncc3)n2-c2ccc(Cl)cc2)cc1
[36] O=C(CN1CCN(S(=O)(=O)c2cc(Cl)ccc2Cl)CC1)c1ccc(O)c(O)c1
[37] COC(=O)CCNC(=O)NC(CCC(C)C)c1c(-n2cccc2)sc2c1CCN(C)C2 (configuration not stated)
[38] CC(=O)C1=C(C)Nc2ncnn2C1c1ccc(Br)cc1 (configuration not stated)
[39] N#Cc1ccc(S(=O)(=O)NC2CCCCNC2=O)cc1 (configuration not stated)
[40] O=C(CSCCO)Nc1cc(C(F)(F)F)ccc1Cl
[41] CCOCCOC(=O)c1[nH]c2c(c1C)C(=O)CC(c1ccccc1)C2 (configuration not stated)
[42] CCc1ccccc1Nc1nc2ccccc2n1CC
screen / no.,33,34,35,36,37,38,39,40,41,42
Nrf2 block,7.3%,5.1%,13.3%,0.8%,27.0%,-14.0%,-5.0%,0.7%,?,25.4%
MCF10A rereplic,7.6%,1.7%,3.7%,3.1%,/,11.2%,0.0%,21.3%,?,1.5%
TGFb inhibitor,-1.3%,-8.5%,2.1%,-7.4%,-17.8%,-10.5%,0.1%,11.0%,?,-4.4%
HepG2 tox,-11.6%,-2.4%,0.9%,-37.2%,-2.0%,6.8%,20.1%,-1.0%,-23.5%,1.9%
ATXN viability,i,i,i,i,/,i,i,i,?,i
A549 viability,-20.6%,7.3%,3.3%,9.7%,-2.1%,1.9%,-6.2%,-2.8%,-13.2%,-9.5%
Nrf2 ARE act,-0.5%,0.1%,-0.5%,0.7%,0.4%,3.0%,-0.4%,-0.2%,1.0%,-0.9%
ATXN2 expr inh,/,-0.8%,/,/,/,/,7.4%,2.4%,-14.3%,-24.9%
EPAC2 antagonist,3.0%,42.3%[activator],20.6%,6.3%,/,4.3%,-0.8%,9.8%,-3.6%,13.7%

# Assay outcomes as filed in PubChem.

# A portion of the library; rates above refer to the full screens.
